KCNK3 block: human KCNK3 channel inhibition, primary screen. CHO-KCNK3 thallium flux, FluxOR fluorescence; stronger effect = lower value. B-score at 10 µM. 0.84% of 340,000 active. AID 602410;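 active = B-score under library mean minus 4 SD, starting fluorescence ratio at most library mean plus 5 SD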;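 note: more negative B-score means stronger inhibition of thallium flux through KCNK3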
GSK3 alpha inh: human GSK-3 alpha kinase inhibition; P49840; ADP-Glo luminescence, 60 min; inhibition, % at 10 µM; 0.1% of 320,000 active; AID 2650;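 in the data active = inhibition above about 50%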;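 note: GST-tagged GSK-3 alpha with peptide substrate and 25 µM ATP; 0% = DMSO neutral wells and 100% = GW8510 positive control wells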
hERG rescue: shields human hERG channel from block by proarrhythmic agents. Q12809. CHO-hERG, FluxOR thallium flux, dofetilide IC70 present. activation (rescue from dofetilide block), less the hit threshold, % at 10 µM. 0.51% of 310,000 active. AID 1511;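 active = activation above the mean of controls blocked by dofetilide plus 5 SD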;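 note: thallium influx through hERG after potassium depolarization seen as dye fluorescence rise; in these data hits start at about 4.7%; inactives centre near -7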
KCNK9 block: human KCNK9 channel inhibition; HEK293 KCNK9, FluxOR thallium flux fluorescence; stronger effect = lower value; B-score at 10 µM; 1.2% of 310,000 active;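 active = ratio B-score over 3 SD below the library mean, with starting fluorescence within 5 SD of its mean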;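 note: negative B-score means less thallium flux so channel inhibition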
RGS4 act: RGS4 potentiation or activation; B-score at 10 µM; HEK293 M3R/inducible RGS4, carbachol calcium flux Fluo4; stronger effect = lower value; 0.92% of 310,000 active;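 active = B-score of the integrated calcium signal more than 4 SD below the library mean, with starting fluorescence not abnormally high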;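 note: negative B-score means reduced calcium response which marks RGS4 activation or potentiation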
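System – HEK293 FlpIn-TREx cells, stable M3R, doxycycline-inducible RGS4 · Reagent – ECmax carbachol challenge · Times – compound preincubation 20 min at room temperature before agonist · Technique – Fluo4 fluorescence kinetic imaging of calcium · Measure – B score of integrated Fluo4 ratio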
DYRK1A inh: Dyrk1A (rat) kinase inhibition; AID 504441; 0.43% of 310,000 active; Q63470; ADP-Glo luminescence, NFATc1 peptide; inhibition, % at 12.5 µM; in the data active = inhibition above about 50%;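 note: plate controls were vehicle with enzyme for no effect and no enzyme for full effect; many of its hits are not listed in these tables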
KCNQ1 act: human KCNQ1 channel potentiation or activation; P51787; 0.35% of 310,000 active; CHO-K1 KCNQ1, thallium flux FluxOR fluorescence; stronger effect = higher value; B-score at 10 µM;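 active = fluorescence ratio B-score, a plate-corrected score, at least three library SD, with initial intensity B-score within 5 SD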
Target sequence (P51787 whole entry, looked up): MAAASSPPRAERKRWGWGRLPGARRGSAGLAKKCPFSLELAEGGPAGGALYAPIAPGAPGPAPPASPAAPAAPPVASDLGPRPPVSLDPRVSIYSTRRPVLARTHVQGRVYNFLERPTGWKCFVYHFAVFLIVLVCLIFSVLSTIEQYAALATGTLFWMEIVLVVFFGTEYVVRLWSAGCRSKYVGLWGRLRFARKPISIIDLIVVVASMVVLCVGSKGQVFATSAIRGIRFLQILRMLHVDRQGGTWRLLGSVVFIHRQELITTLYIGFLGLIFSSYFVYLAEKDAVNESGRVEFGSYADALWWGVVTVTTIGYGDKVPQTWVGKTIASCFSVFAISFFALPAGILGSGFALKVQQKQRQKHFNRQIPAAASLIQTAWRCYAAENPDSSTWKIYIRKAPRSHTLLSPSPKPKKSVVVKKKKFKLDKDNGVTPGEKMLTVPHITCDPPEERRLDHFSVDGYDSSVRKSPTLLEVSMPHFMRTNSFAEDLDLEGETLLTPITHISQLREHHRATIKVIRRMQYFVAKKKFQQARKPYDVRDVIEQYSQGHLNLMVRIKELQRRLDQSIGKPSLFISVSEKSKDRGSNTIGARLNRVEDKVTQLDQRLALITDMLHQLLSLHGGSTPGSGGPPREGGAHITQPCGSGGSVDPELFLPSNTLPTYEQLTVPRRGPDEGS
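assay system = CHO-K1 cells stably expressing KCNQ1 | medium = assay buffer, equal DMSO in all wells | timing = 37 °C overnight plating, 90-min dark dye load, 20-min compound pretreatment | measured by = kinetic FluxOR thallium fluorescence, 10-s 1-Hz baseline, 110-s post-stimulus read | measure = fluorescence change relative to baseline, converted to B score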
KCNQ1 inh: blocks the human KCNQ1 potassium channel. P51787. CHO-K1 KCNQ1, FluxOR thallium flux fluorescence; stronger effect = higher value. B-score at 10 µM. 1.3% of 310,000 active. AID 2642;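 active = compounds whose thallium flux B-score, printed positive for inhibition, exceeds three library SD while starting fluorescence stays within three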;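 note: channel opened by potassium depolarization with thallium stimulus after 20 min compound exposure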
PolyA inh: yeast polyadenylation inhibition; S. cerevisiae SKY197-pL101 polyadenylation reporter, beta-gal luminescence; efflux-impaired pdr1/pdr3 knockout yeast; score 100 = 6 SD above DMSO; calls only at 12 µM; 0.02% of 300,000 active; AID 1875;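 active = lowest replicate activity score at least 50, where 100 means six control SD above control mean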;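 note: yeast exposed to compound for 9 h at 30 °C; higher score means more reporter readthrough which indicates perturbed polyadenylation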
GSK3beta inhib: human GSK3beta kinase inhibition. GST-GSK3beta kinase, ADP-Glo luminescence, 60 min; stronger effect = lower value. P49841. activity score (negative = inhibition), % at 10 µM. 0.038% of 300,000 active;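 active = more than half of replicate wells score below -50%, meaning over 50% inhibition versus plate controls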;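 note: 0% = median DMSO wells and -100% = median GW8510 positive control wells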
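Test system – GST-tagged human GSK3beta kinase, cell-free · Incubation – 60 min enzyme reaction, room temperature · Signal – ADP-Glo luminescence · Also added – peptide substrate and ATP at 25 µM · Controls – DMSO neutral wells and GW8510 at 20 µM as positive · Buffer or medium – Tris/MgCl2 kinase buffer · Measure – Luminescence-derived activity versus plate DMSO and GW8510 wells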
RGS4 block: human RGS4 inhibition; P49798; HEK293 M3R/RGS4 inducible, Fluo-4 calcium flux; stronger effect = higher value; triggered by carbachol at its EC20; B-score at 10 µM; 0.45% of 310,000 active;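 active = B-score, a plate-corrected calcium signal, over three deviations above library mean, with baseline fluorescence within five deviations of library mean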;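 note: RGS4 expression induced by doxycycline in cells with stable M3 receptor; B-score is computed from the integrated fluorescence ratio over baseline after carbachol; higher B-score means a larger calcium signal and so more RGS4 inhibition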
Target sequence (P49798 whole entry, looked up): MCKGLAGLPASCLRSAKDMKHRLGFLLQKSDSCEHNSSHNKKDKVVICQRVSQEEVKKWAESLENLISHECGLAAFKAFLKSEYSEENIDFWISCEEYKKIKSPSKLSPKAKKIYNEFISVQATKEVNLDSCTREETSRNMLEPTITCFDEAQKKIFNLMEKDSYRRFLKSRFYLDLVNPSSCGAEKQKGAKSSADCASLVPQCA
Active calls of the source: *; i = inactive; · = not tested or not shown.

item | SMILES | KCNK3 block | GSK3 alpha inh | hERG rescue | KCNK9 block | RGS4 act | DYRK1A inh | KCNQ1 act | KCNQ1 inh | PolyA inh | GSK3beta inhib | RGS4 block
1 | CC(C)c1ccccc1NC(=O)c1ccccc1NC(=O)C1CCCCC1 | i | · | -8 | i | i | 1 | i | i | i | 0 | i
2 | COc1ccc(-n2nc3c(c2NC(=O)C2CC2)CS(=O)C3)cc1 (stereo not given) | i | -1 | 0 | i | i | 0 | i | i | i | 3 | i
3 | O=C(N/C(=C/c1ccco1)C(=O)N1CCCCC1)c1cccs1 | i | -9 | -6 | i | i | 3 | i | i | i | · | i
4 | COc1ccc(Cc2n[nH]c(=S)n2C)cc1Br | i | -1 | -6 | i | i | -5 | i | i | i | -3 | i
5 | CCCCn1c(N)c(N(CCOC)C(=O)c2cccc(-n3cnnn3)c2)c(=O)[nH]c1=O | i | 0 | -12 | i | i | -1 | i | i | i | 1 | i
6 | Cc1cc(=O)nc2c3ccccc3n(CC(=O)NCCCN3CCCCC3C)n12 (stereo not given) | i | -1 | -2 | i | i | -1 | i | i | i | -38 | i
7 | Cc1ccccc1C(=O)N1CCN(c2ccc(NC(=O)CSc3ccc(Cl)cc3)cc2)CC1 | i | -4 | -14 | i | i | -6 | i | i | i | 1 | i
8 | Nc1ncnc2c1nc(Br)n2[C@@H]1O[C@@H]2COP(=O)(O)O[C@H]2[C@H]1O | i | 7 | -5 | i | i | 18 | i | i | i | -1 | i
9 | Cc1cc(Cl)ccc1OCCCC(=O)NCCc1nnc2ccccn12 | i | 3 | -12 | i | i | 1 | i | i | i | 1 | i
10 | CCOC(=O)C1=C(C)NC2=C(C(=O)CCC2)C1c1cn(Cc2ccc(Cl)cc2Cl)nc1-c1ccccc1 (stereo not given) | i | 0 | -3 | i | i | 4 | i | i | i | 3 | i
11 | CO/N=C(\CS(=O)(=O)Cc1ccc(OC)cc1)c1ccc(Cl)cc1 | i | -2 | -11 | i | i | 5 | i | i | i | 2 | i
12 | CCN(CC)CCNC(=O)C(=O)Nc1cc2c3c(c1)CCC(=O)N3CCC2 | i | 1 | -6 | i | i | 16 | i | i | i | -4 | i
13 | Nc1nnc(SCC(=O)OCC(=O)Nc2ccccc2F)s1 | i | -2 | 4 | i | i | -3 | i | i | i | 0 | i
14 | Cc1cc(=O)oc2c(C)c(OC3CCCCC3=O)ccc12 (stereo not given) | i | -3 | -6 | i | i | -8 | i | i | i | -1 | i
15 | CCOc1ccc(S(=O)(=O)N2CCCC(C(=O)NCc3ccccn3)C2)cc1Cl (stereo not given) | i | -1 | -12 | i | i | 18 | i | i | i | 4 | i
16 | CCOc1ccc(/C=C2\CCCc3c2nc2ccccc2c3C(=O)O)cc1OC | i | 0 | -52 | i | i | 3 | i | 19* | i | -27 | i
17 | COc1ccc(OC)c(NC(=O)c2ccno2)c1 | i | 1 | -8 | i | i | -8 | i | i | i | 1 | i
18 | O=C(NCc1nnc(SCC(=O)N2CCCC2)o1)c1ccco1 | i | 0 | -10 | i | i | 28 | i | i | i | -1 | i
19 | CSc1nc2c(c(=O)[nH]1)C(c1ccc(F)cc1)CC(=O)N2 (stereo not given) | i | -1 | 12* | i | i | 3 | i | i | i | -1 | i
20 | CCOc1ccc(S(=O)(=O)N2CCN(C)CC2)cc1NC(=O)c1ccccc1F | i | 8 | -4 | i | i | -1 | i | i | i | -4 | i
21 | Cc1c2cnn(CC(=O)Nc3c(F)c(F)cc(F)c3F)c(=O)c2c(C)n1Cc1ccccc1F | i | -1 | -25 | i | i | -1 | i | i | i | -2 | i
22 | CCOc1cc(C2NC(=O)c3ccccc3O2)ccc1OC (stereo not given) | i | 0 | -3 | i | i | 3 | i | i | i | -2 | i
23 | CC(=O)N1CCc2ccc(S(=O)(=O)N3CC(C)OC(C)C3)cc21 (stereo not given) | i | 1 | -2 | i | i | -3 | i | i | i | 1 | i
24 | COc1ccc(Cl)cc1NC(=O)C/C(C)=N/NC(=O)c1ccccc1[N+](=O)[O-] | i | -4 | -4 | i | i | -3 | i | i | i | 0 | i
25 | Cc1nc2c(nnn2Cc2c(Cl)cccc2Cl)c(=O)[nH]1 | i | 12 | -5 | i | i | 3 | i | i | i | -3 | i
26 | CC(C)(C)c1ccc(N2C(=O)CC(C/C=C/c3ccccc3)C2=O)cc1 (stereo not given) | i | -1 | -7 | i | i | -2 | i | i | i | -2 | i
27 | Cc1cc(=O)cc(C)n1-c1ccccc1Br | i | 0 | -7 | i | i | 1 | i | i | i | -4 | i
28 | Cc1cc(C)nc(NC(=O)c2cccs2)n1 | i | 2 | -12 | i | i | -6 | i | i | i | 0 | i
29 | COc1ccc(-n2c(=S)[nH]c3sc(-c4ccccc4)cc3c2=O)c(OC)c1 | i | -4 | -10 | i | i | -15 | i | i | i | -2 | i
30 | Cc1nnc(SCCC#N)n(CCC#N)c1=O | i | 1 | -3 | i | i | 1 | i | i | i | 1 | i

Single records (already shown):
Cc1nnc(SCCC#N)n(CCC#N)c1=O is listed with KCNK3 block: i; GSK3 alpha inh: 1; hERG rescue: -3; KCNK9 block: i; RGS4 act: i; DYRK1A inh: 1; KCNQ1 act: i; KCNQ1 inh: i; PolyA inh: i; GSK3beta inhib: 1; RGS4 block: i
CCOc1cc(C2NC(=O)c3ccccc3O2)ccc1OC (stereo not given) is listed with KCNK3 block: i; GSK3 alpha inh: 0; hERG rescue: -3; KCNK9 block: i; RGS4 act: i; DYRK1A inh: 3; KCNQ1 act: i; KCNQ1 inh: i; PolyA inh: i; GSK3beta inhib: -2; RGS4 block: i

KCNQ1 inh: entries above that show a hit
item	smiles	KCNK3 block	GSK3 alpha inh	KCNK9 block	DYRK1A inh	KCNQ1 act	KCNQ1 inh	PolyA inh	GSK3beta inhib	RGS4 block
16	CCOc1ccc(/C=C2\CCCc3c2nc2ccccc2c3C(=O)O)cc1OC	i	0	i	3	i	19*	i	-27	i

Following part:
item | SMILES | KCNK3 block | GSK3 alpha inh | hERG rescue | KCNK9 block | RGS4 act | DYRK1A inh | KCNQ1 act | KCNQ1 inh | PolyA inh | GSK3beta inhib | RGS4 block
31 | COc1ccc(-c2nc(CN3CCC(C(=O)NC4CCCC4)CC3)c(C)o2)cc1OC | i | 1 | -4 | i | i | · | i | i | i | -9 | i
32 | CN(C)c1ccc(/C=[N+](\[O-])C(C)(C)/C=N/O)cc1 | i | -1 | -9 | i | i | 2 | i | i | i | -3 | i
33 | CCCCC(CCCCl)C(=O)Nc1ccccc1 (stereo not given) | i | -2 | -10 | i | i | 1 | i | i | i | 5 | i
34 | CC(C)C(=O)N1CCN(c2ccc(NC(=O)c3ccc4c(c3)OCCO4)cc2Cl)CC1 | i | -1 | -10 | i | i | 10 | i | i | i | -1 | i
35 | CN(Cc1nc(-c2cccnc2)no1)S(=O)(=O)c1ccccc1 | i | -1 | -8 | i | i | 3 | i | i | i | 2 | i
36 | Cc1cc(C(=O)NCC2COc3ccccc3O2)c2ccccc2n1 (stereo not given) | i | -3 | -15 | i | i | · | i | i | i | 1 | i
37 | O=C(OCc1ccccc1)/C(=C/c1ccccc1Cl)NC(=O)c1ccco1 | i | -2 | -13 | i | i | 3 | i | i | i | 2 | i
38 | FC(F)(F)c1cccc(N2CCN(C(=S)NC3CCCC3)CC2)c1 | i | · | -9 | i | i | 1 | i | i | i | -1 | i
39 | O=C(NCc1ccco1)/C(=C/c1cccnc1)NC(=O)c1cccc(Br)c1 | i | -2 | -4 | i | i | 1 | i | i | i | 0 | i
40 | O=c1ccc2ccc(OCCOc3cccc(Cl)c3)cc2o1 | i | -2 | -16 | -9.5* | i | 15 | i | i | i | 1 | i
41 | CC12CCC(C(=O)O)(c3nc(C#N)c(C#N)nc31)C2(C)C (stereo not given) | i | 1 | 1 | i | i | -1 | i | i | i | 2 | i
42 | COc1cccc(C(=O)Oc2cc(C)[nH]c(=O)c2[N+](=O)[O-])c1OC | i | 1 | -6 | i | i | 2 | i | i | i | 4 | i
43 | Cc1nn2cc(-c3ccccc3)nc2s1 | i | 1 | -6 | i | i | 4 | i | i | i | -4 | i
44 | CC12CCCCN1CCCc1c2[nH]c2ccccc12 (stereo not given) | i | 3 | -2 | i | i | -1 | i | i | i | 0 | i
45 | COc1ccc(-c2cc(C(=O)Nc3cccc(O)c3)no2)cc1 | i | 0 | -6 | i | i | · | i | i | i | 2 | i
46 | O=C(Cn1ccc2ccccc2c1=O)N1CCN(Cc2ccc3c(c2)OCO3)CC1 | i | -2 | -1 | i | i | 1 | i | i | i | 2 | i
47 | Cc1ccc2c(CC(=O)Nc3nc(C)cs3)coc2c1 | i | 0 | -6 | i | i | 0 | i | i | i | 4 | i
48 | COCCCN1CC(=O)N2C(c3cccc(OC)c3OC)c3[nH]c4ccccc4c3C[C@H]2C1=O (stereo not given in full) | i | 1 | -2 | i | i | 0 | i | i | i | -3 | i
49 | COc1ccc(N=Nc2nc(-c3ccccc3)c(-c3ccccc3)[nH]2)cc1 | i | · | -6 | i | i | 0 | i | 6* | i | 1 | i
50 | CCOC(=O)c1[nH]c2ccc(OC)cc2c1NC(=O)CCN1CCC(C)CC1 | · | -1 | -7 | i | i | · | i | i | i | 0 | i
51 | Cc1ccc(S(=O)(=O)N2CCC(C(=O)OCC(=O)N3CCCC3=O)CC2)cc1C | i | -1 | -12 | i | i | 3 | i | i | i | -3 | i
52 | COc1cccc(NC(=O)CSc2nccn2-c2cccc(OC)c2)c1 | i | 3 | -9 | i | i | -3 | i | i | i | 1 | i
53 | CC(=O)Nc1c(-c2ccc3ccccc3c2)nc2ccccn12 | i | -1 | -4 | i | i | 5 | i | i | i | 1 | i
54 | CC(=O)N1CCN(S(=O)(=O)c2cccc(C(=O)N(Cc3ccccc3)c3ccc(C)cc3)c2)CC1 | i | -1 | -11 | i | i | 13 | i | i | i | 1 | i
55 | CCOC(=O)c1c(C)[nH]c(C)c1C(=O)Cn1nnc(-c2ccccc2C)n1 | i | 0 | -31 | i | i | 1 | i | i | i | 1 | i
56 | O=C(COC(=O)c1ccccn1)Nc1c(Cl)cccc1Cl | i | 5 | 2 | i | i | -5 | i | i | i | 0 | i
57 | COc1ccccc1CC1S/C(=N/N=C/c2ccco2)NC1=O (stereo not given) | i | 0 | -3 | i | i | -2 | i | i | i | 2 | i

Screen by screen, quoted from above.
Compounds 32 to 37 in KCNQ1 act, in turn: i, i, i, i, i, i

An excerpt, so the mix of outcomes need not match the whole.
